CBFb-RUNX1 inh – inhibitors of human CBF-beta and RUNX1 interaction; AID 1477; Potency, µM (highest dose often 59.8 µM), for inactives: at the highest dose activity, negative = inhibition, usual class: inhibitors; 230,000 tested, under 10 active; AlphaScreen CBFb-His/RUNX1-biotin binding, biochemical; Q01196+Q13951; note: % of control where 0% means no effect
Target sequence (Q01196 whole entry, looked up): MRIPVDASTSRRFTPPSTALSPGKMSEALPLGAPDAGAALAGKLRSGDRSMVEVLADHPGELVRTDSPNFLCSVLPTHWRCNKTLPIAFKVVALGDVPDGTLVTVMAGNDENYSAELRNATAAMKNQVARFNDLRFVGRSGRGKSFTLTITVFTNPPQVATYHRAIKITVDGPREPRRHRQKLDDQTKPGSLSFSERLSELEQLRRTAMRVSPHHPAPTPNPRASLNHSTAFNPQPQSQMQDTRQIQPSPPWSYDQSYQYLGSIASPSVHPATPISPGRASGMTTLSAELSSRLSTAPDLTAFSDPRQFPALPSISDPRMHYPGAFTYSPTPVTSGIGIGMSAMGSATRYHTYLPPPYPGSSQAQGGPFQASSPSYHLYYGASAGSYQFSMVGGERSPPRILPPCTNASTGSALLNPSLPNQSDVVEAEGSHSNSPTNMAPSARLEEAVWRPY
Target sequence (Q13951 whole entry, looked up): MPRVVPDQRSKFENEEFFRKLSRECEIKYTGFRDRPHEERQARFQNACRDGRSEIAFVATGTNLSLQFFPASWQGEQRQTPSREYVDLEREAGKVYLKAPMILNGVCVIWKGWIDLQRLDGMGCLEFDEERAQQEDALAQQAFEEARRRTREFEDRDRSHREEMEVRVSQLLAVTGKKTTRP
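AlphaScreen proximity signal reports loss of binding between His-tagged CBF-beta and biotin-labelled RUNX1, each at 30 nM. Proteins are pre-associated for 20 minutes, compounds added for 15 minutes, then beads for 90 minutes, all at ambient temperature.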
aGlu spleen mod – inhibitors or activators of human alpha-glucosidase in spleen homogenate; P10253; human spleen homogenate, 4-MU-alpha-glucoside fluorescence; Potency, µM (top dose mostly 79.9 µM), for inactives: at the highest dose activity change, negative = inhibition, usual class: inhibitors; 0.006% of 240,000 active; AID 2112;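 note: potency is the fitted concentration of half-maximal effect; 0% = enzyme with vehicle and -100% = no enzyme basal signal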
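AC50 values come from Hill-equation fits of concentration-response data, normalized to no-enzyme and full-activity controls. Enzyme source: 1 ug human spleen homogenate; 1 mM fluorogenic 4-MU glucoside, pH 5.0 citrate buffer, 37 C, 40 min.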
HTT ATP protect – Huntington cell model cytoprotection by ATP luminescence; PC12 HTT-Q103 induced, cytoprotection, ATP luminescence, 40 h; Potency, µM (doses to about 56.4 µM), for inactives: cytoprotection (ATP increase), usual class: activators; 0.14% of 230,000 active; AID 1471;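 note: potency is the fitted concentration of half-maximal effect; % of control where 0% means no effect; nearly all actives have a fitted effect of over 45% in size; toxic huntingtin expression switched on by the ecdysone agonist tebufenozide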
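Rat PC12, Q103 Htt exon1-GFP fusion, ecdysone promoter; tebufenozide inducer 100 nM final; compound titration; qHTS, 1500 cells/well; ATPlite luminescent read.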
GAA glycogen – GAA glycogen-cleavage inhibition or activation | recombinant GAA, glycogen substrate, Amplex Red glucose oxidase fluorescence | Potency, µM (doses to about 76.4 µM), inactives show at the top dose activity change, negative = inhibition, usual class: inhibitors | 0.38% of 300,000 active | AID 2100;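 note: potency is the fitted concentration of half-maximal effect; 0% = full enzyme reaction and -100% = no-enzyme basal signal; the screen sought inhibitors and activators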
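qHTS, 1536-well; enzyme 4 nM final; cpd up to 77 uM; substrate bovine liver glycogen 30 ug; 50 mM citrate/phosphate pH 5.0, 0.01% Tween-20; 37 C, 40 min; Amplex Red detection 45 min RT; Hill fit → AC50.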
Lamin A splicing – LMNA splicing modulation | AID 1487 | 0.01% of 200,000 active | HeLa LMNA splicing GFP/RFP minigene ratio, 48 h | Potency, µM (top dose mostly 46.1 µM), without a hit: at the top dose ratio change, negative = inhibition, usual class: inhibitors; active = well fitted inhibition curve with a large enough effect in the signal ratio, with a control signal flat, not every such curve was filed as active; inconclusive = small, poorly fitted or top-dose-only effect, or effect the other way, or a change in a side signal; the % refers to the signal ratio; note: potency is the fitted concentration of half-maximal effect; % is set by controls: 0 for no effect and ±100 for the full control effect
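S3 HeLa cells stably expressing lamin A-EGFP splicing minigene plus DsRed2, 600 cells/well, 48 h compound exposure at 37C. Laser-scanning cytometry; analysed as GFP (500-530 nm)/RFP (575-640 nm) total intensity ratio; 0.5% DMSO vehicle.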
HTT aggregate – inhibitors of mutant huntingtin aggregate formation in PC12 cells; PC12 HttQ103-GFP aggregates, Acumen cytometry, 40 h; Potency, µM (series often up to 46.1 µM), for the others: at the highest dose activity change, negative = inhibition, usual class: inhibitors; 1.1% of 220,000 active; note: potency is the fitted concentration of half-maximal effect; % is set by controls: 0 for no effect and ±100 for the full control effect; nearly all actives have a fitted effect of over 60% in size
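PC12 cells with ecdysone-inducible HTT exon1 Q103-GFP, induced by 100 nM tebufenozide, given compounds in a concentration series. GFP aggregates (1–25 um, 6 SD above background) counted in lysates by laser-scanning cytometry, 488 nm excitation.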
GAA inh – inhibitors of human lysosomal alpha-glucosidase; purified human GAA, 4-MU-alpha-glucoside fluorescence; Potency, µM (highest dose often 76.9 µM), without a hit: at the highest dose activity change, negative = inhibition, most hits filed as inhibitors; 0.005% of 200,000 active; AID 1466;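 note: potency is the fitted concentration of half-maximal effect; plate controls were uninhibited enzyme wells for no effect and no-enzyme background for full effect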
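Endpoint fluorogenic read: 20 min room-temperature reaction of 4 nM human alpha-glucosidase with 400 uM 4-methylumbelliferyl-alpha-D-pyranoside, pH 5.0, quenched with 1M NaOH/1M glycine pH 10. AC50 from Hill modeling.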
Starred values were filed as active, the others as inactive; ? = inconclusive; · = no result given; & = joins results of further samples; [ ] = remark or other dose. Unless noted, calls come from the whole dose curve; as a rule, active = well fitted curve in the direction sought with a large enough effect; inconclusive = small, poorly fitted or top-dose-only effect, or another doubt; inactive = no such curve, though single readings can be large; an effect the other way counts as inactive or inconclusive. Not all compounds are listed; the hit share may differ from the screen's.

no.	Structure	CBFb-RUNX1 inh	aGlu spleen mod	HTT ATP protect	GAA glycogen	Lamin A splicing	HTT aggregate	GAA inh
1	CCc1ccc(CN2CCCC(C(=O)c3sccc3C)C2)o1 (stereo not given)	1%	8%	2%[10 µM]	-4%	?	2%[9.22 µM]	-2%
2	COc1ccc(-n2c(O)c(C(C)=NCCN3CCNCC3)c(=O)[nH]c2=O)cc1	-1%	4%	-8%[0.074 µM]	-9%	-10%	12%	-4%
3	CN1Cc2c(c(C#N)c(N)n(C)c2=S)CC1(C)C	1%	17%	-1%[10 µM]	-5%	-15%[46 µM]	-2%[9.22 µM]	?
4	COc1ccc(-c2nc3ccccc3c(=O)n2-c2cccnc2)cc1	-3%	-5%	-1%	3%	12%	-3%	-3%
5	O=[N+]([O-])/C=C/c1ccccc1	-3%[21.7 µM]	-13%	-72%[inhibitor]	·	·	·	·
6	OC(c1ccccc1)(c1ccccc1)C1CCNCC1	1%	-5%	?	-6%	?	-9%	-2%[15.4 µM]
7	C=CCn1c(O)c(/C(C)=N/N2CCCCC2)c(=O)[nH]c1=O	2%	3%	8%[10 µM]	-6%	·	14%[9.22 µM]	·
8	COc1cc(O)c(C(=O)O)c(-c2cc(O)c(O)cc2C)c1	?	5%	15%[10 µM]	?	·	7%[9.22 µM]	·
9	COc1c2c(cc3c1OCO3)C13C=CC(OC)CC1N(C2)CC3O (stereo not given)	4%	-10%	-31%	·	·	·	·
10	O=C(COc1ccccc1)c1cn(Cc2ccccc2)c2ccccc12	-2%	-1%	?	4%	-11%	?	-14%
11	CC[C@H](Oc1ccc(Cl)cc1)C(=O)OC1C[C@H]2CC[C@@H](C1)N2C (stereo not given in full)	7%[21.7 µM]	-6%	-6%	·	·	·	·
12	NC(N)=Nc1ccc2[nH]c3c(c2c1)C[C@]1(O)[C@@H]2Cc4ccc(O)c5c4[C@]1(CCN2CC1CC1)[C@@H]3O5	6%[21.7 µM]	-5%	-44%[inhibitor][1.9 µM]	·	·	·	·
13	O=c1c2ccccc2nc(-c2ccco2)n1-c1ccncc1	19%	-1%	-22%	-2%	?	-14%	-7%
14	O=C(C1CCCO1)N1CCC2(CC1)OCCO2 (stereo not given)	4%	-2%	-5%[0.074 µM]	-1%	6%	1%	-2%
15	CC(=O)N1N=C(c2cccnc2)CC1c1ccccc1O (stereo not given)	9%	2%	8%[10 µM]	15%	·	-2%[9.22 µM]	·
16	O=C(Cc1ccccc1)N1CCN(Cc2ccc([N+](=O)[O-])cc2)CC1	0%	-19%	·	-4%	5%	-22%	6%
17	Clc1cccc(/C=N\Nc2nccs2)c1	-5%	-11%	-16%	3%	-9%	-23%	?
18	CSc1ccccc1C(=O)C1CCCN(Cc2cccc(C)n2)C1 (stereo not given)	3%	6%	34%[10 µM]	-12%	?	22%[9.22 µM]	-6%
19	Cc1ccc(/C=C/C(=O)C2C(=O)c3ccccc3C2=O)cc1	-4%	0%	-130%[inhibitor]	1%	?	23%	-5%
20	O=C(c1ccc2nc(-c3ccco3)c(-c3ccco3)nc2c1)N1CCC2(CC1)OCCO2	?	-14%	-5%[10 µM]	-15%	-5%	10%	-6%
21	NP(=O)(Oc1ccccc1Cl)Oc1ccccc1Cl	-2%	5%	7%	3%	?	9%	-6%
22	CC(c1ccc(F)cc1)n1cc(C(=O)NCc2ccc3c(c2)OCO3)nn1 (stereo not given)	0%	10%	-15%	9%	1%	4%	2%
23	CCN(CC)S(=O)(=O)c1ccc(N=Cc2c(O)n(-c3ccccc3)c(=O)[nH]c2=O)cc1	-1%	-3%	-12%	-13%	1%	6%	-3%
24	C=CCOc1c(Cl)cc(CNc2ccc3[nH]c(=O)[nH]c3c2)cc1OC	-24%	6%	·	?	?	?	-12%
25	Cn1nc(-c2ccc(OCC(=O)N3CCN(Cc4ccccc4)CC3)cc2)c2ccccc2c1=O	7%&-3%	-8%&1%	-1%[10 µM]	0%&-13%	?	?	0%
26	COc1cc2c(cc1OC)[C@@]13CCN4CC5=CCO[C@H]6CC(=O)N2[C@H]1[C@H]6[C@H]5C[C@H]43	-2%	-5%	·	0%	-2%	-1%	2%[15.4 µM]
27	Cc1ccc(C(=O)C2CN(C)CC2C(=O)c2ccc(C)cc2)cc1 (stereo not given)	-3%	-5%	11%	6%	1%	-3%	-1%
28	CCC(=O)N1N=C2C3CCN(CC3)C2C1c1ccc(C)cc1 (stereo not given)	1%[2.36 µM]	-1%	·	3%	?	-12%	5%
29	Cc1c(C(=O)O)cccc1-n1c(C)cc(/C=C2\C(=O)NC(=O)N(c3ccc4c(c3)OCO4)C2=O)c1C	-27%	1%	·	-18%	10%[46 µM]	15%	2%
30	N#CC1=C(N)Oc2c(c(=O)oc3ccccc23)C1c1cccnc1 (stereo not given)	12%	0%	-6%[10 µM]	3%	9%	28%	-9%
31	O=C1C[C@@H]2OCC=C3CN4CC[C@]56c7ccccc7N1[C@@H]5[C@@H]2[C@H]3C[C@H]46 (tested in a mixture with another compound)	·	·	?	·	-6%	17%	·
32	COc1cc(CN2CCN(C(=O)COc3ccccc3)CC2)cc(OC)c1OC	2%	1%	-33%	-13%	9%	-8%	-5%
33	CCOC(=O)c1c(/N=C/c2c(O)n(-c3ccc(F)cc3)c(=S)[nH]c2=O)sc2c1CCCC2	1%	12%	0%	-10%	-2%	4%	-9%
34	O=Cc1cn(CCCOc2ccccc2)c2ccccc12	0%	-1%	·	-8%	?	?	-4%
35	Cc1ccc(N2C(=O)NC(=O)C(CCc3ccccn3)(Cc3cccc(Cl)c3Cl)C2=O)cc1 (stereo not given)	-11%	3%	-14%[10 µM]	-9%	-15%	?	-4%
36	COc1cc2c(cc1OC)C(C(=O)NC(C)C)C1CCCCN1C2=O (stereo not given)	-5%	8%	7%[10 µM]	7%	·	-22%[9.22 µM]	·
37	O=C1NC(=O)N(c2ccccc2)C(=O)/C1=C\C=C\c1ccccc1	4%	-9%	-30%[10 µM]	-5%	?	2%[9.22 µM]	2%
38	C=CCN1C(=O)CSc2ccc(C(=O)N3CCC4(CC3)OCCO4)cc21	5%	2%	-14%	8%	13%	6%	0%
39	Brc1ccc(Oc2ccc(Br)cc2Br)c(Br)c1	3%[21.7 µM]	4%	2%	·	·	·	·
40	c1ccc2c3c(ccc2c1)OCC1CONC31 (stereo not given)	8%	-3%	-9%[10 µM]	?	8%[46 µM]	-6%	7%
41	O=c1[nH]c(=O)n(-c2cccc3ccccc23)c(O)c1C=NCCCn1ccnc1	3%	-3%	-24%	-4%	-1%	0%[9.22 µM]	1%
42	C=CCN(CC=C)Cc1c[nH]c2ccccc12	6%	-3%	-52%[inhibitor]	8%	?	?	-12%
43	CCCCn1c(O)c(C(C)=NCCc2ccccc2)c(=O)[nH]c1=O	8%	-1%	-2%[0.074 µM]	0%	7%	-15%	?
44	CN(C)C(=O)Cl	10%[21.7 µM]	-2%	-46%[inhibitor]	·	·	·	·
45	O=c1[nH]c(=O)n(Cc2ccc(F)cc2)c(O)c1C=Nc1ccc(Cl)cc1	10%	2%	-29%	1%	?	0%	7%
46	COC(=O)C1=CO[C@@H](C)[C@@H]2CN3CC[C@]4(C(=O)Nc5ccccc54)[C@@H]3C[C@H]12	-4%	-4%	·	1%	3%	?	?
47	Cc1ccc(Cc2c(C)nc3nc(SCC(=O)N4CCC5(CC4)OCCO5)nn3c2C)cc1	-1%	-7%	2%	4%	?	-9%	-3%
48	CCCCCCCCCCCCCCCCOC[C@@H](COP(=O)([O-])OCC[N+](C)(C)C)OC(C)=O	-20%&-17%	-4%&10%	-3%&-55%	·	·	·	·
49	C=CCN1C(=O)NC(=O)C(CCc2ccncc2)(CCc2ccncc2)C1=O	2%	-12%	-21%[10 µM]	-27%	?	-17%[9.22 µM]	·
50	O=C(Cc1ccccc1)Oc1ccc(N2C(=O)C3CCCCC3C2=O)cc1 (stereo not given)	0%	-9%	21%[10 µM]	9%	-10%	-7%	2%
51	CN(C=O)CP(=O)(O)CN(C)C=O	-1%	-28%	3%	4%	4%	-5%	-2%
52	O=C1CCCN1C(=O)c1cncc(Br)c1	-3%	5%	15%	9%	18%	-9%[9.22 µM]	-2%
53	COc1ccc2[nH]c(C)c(CCN3CCC(=O)C(C)C3C)c2c1 (stereo not given)	1%	-7%	-25%	-2%	-5%	5%	-3%[15.4 µM]
54	O=C(C1CC(=O)N(C2CCCC2)C1)N1CCC2(CC1)OCCO2 (stereo not given)	2%	1%	4%	2%	-7%	20%	14%

Filtered by structure: the entries above containing a Cl atom
no.	Structure	CBFb-RUNX1 inh	aGlu spleen mod	HTT ATP protect	GAA glycogen	Lamin A splicing	HTT aggregate	GAA inh
11	CC[C@H](Oc1ccc(Cl)cc1)C(=O)OC1C[C@H]2CC[C@@H](C1)N2C (stereo not given in full)	7%[21.7 µM]	-6%	-6%	·	·	·	·
17	Clc1cccc(/C=N\Nc2nccs2)c1	-5%	-11%	-16%	3%	-9%	-23%	?
21	NP(=O)(Oc1ccccc1Cl)Oc1ccccc1Cl	-2%	5%	7%	3%	?	9%	-6%
24	C=CCOc1c(Cl)cc(CNc2ccc3[nH]c(=O)[nH]c3c2)cc1OC	-24%	6%	·	?	?	?	-12%
35	Cc1ccc(N2C(=O)NC(=O)C(CCc3ccccn3)(Cc3cccc(Cl)c3Cl)C2=O)cc1 (stereo not given)	-11%	3%	-14%[10 µM]	-9%	-15%	?	-4%
44	CN(C)C(=O)Cl	10%[21.7 µM]	-2%	-46%[inhibitor]	·	·	·	·
45	O=c1[nH]c(=O)n(Cc2ccc(F)cc2)c(O)c1C=Nc1ccc(Cl)cc1	10%	2%	-29%	1%	?	0%	7%

Screens from PubChem.
